Assay outcomes: PubChem BioAssay, several laboratories
MT1-MMP act inh = blockers of MT1-MMP proenzyme processing, primary screen, HT1080 RFP-PRO-GFP cells, GFP/RFP fluorescence; GFP/RFP ratio change, % at 20 µM; Matrix metalloproteinase-14 (Homo sapiens), P50281; 0.061% of 360,000 active; GFP/RFP ratio fluorescence, overnight; percent of plate control window, DMSO zero;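 active = GFP/RFP ratio change of at least 30% with cell ATP level not reduced by more than half and red fluorescence within 50% of control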; note: strong numbers were not always called active
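Assay system: RFP-PRO-GFP reporter HT1080 cells; read-out basis: GFP/RFP fluorescence ratio; benchmarks: DMSO wells and RFP-L50D-GFP cells; doses: 20 µM single dose, 1% DMSO; schedule: overnight cell settling, then overnight compound exposure, 37 °C, 5% CO2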
MLLE-PAM2 inh = inhibitors of PABP1 MLLE–PAM2 peptide binding, primary screen, biochemical, fluorescence polarization, FITC-PAM2, GST-MLLE; Polyadenylate-binding protein 1 (Homo sapiens), P11940; inhibition, % at 20 µM; 0.36% of 360,000 active; in the data active = inhibition above about 35%, passing the limit was not always enough;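 note: plate controls were DMSO wells with GST-MLLE for no effect and wells lacking GST-MLLE protein for full effect; some results filed as inactive read as strong as hits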
eLon inh = inhibitors of E. coli Lon protease, primary screen, biochemical, fluorescence polarization; 0.42% of 360,000 active; purified E. coli Lon protease; inhibition, % at 7.94 µM; P0A9M0; in the data active = inhibition above about 13%, passing the limit was not always enough;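 note: 0% = enzyme with probe and DMSO and 100% = no enzyme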
Rin1 Abl inh = inhibitors of Rin1-Abl protein binding, primary screen, biochemical, TR-FRET. 0.4% of 360,000 active. Tyrosine-protein kinase ABL1 (Homo sapiens) + Ras and Rab interactor 1 (Homo sapiens), …. AID 588664, 2011. inhibition, % at 7.35 µM; in the data active = inhibition above about 5%, passing the limit was not always enough
bovine MsrA act = bovine MsrA enzyme activators, primary screen, biochemical, absorbance, HTS. Methionine sulfoxide reductase A (Bos taurus). purified bovine MsrA, absorbance read-out. activation, % at 10.6 µM. 0.3% of 360,000 active; in the data active = activation above about 7.5%;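 note: 0% = vehicle and 100% = reference activator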
SKN-1 inh = suppressors of acrylamide-induced Pgst-4::GFP reporter in worms, primary screen, SKN-1 inhibitor project, whole organism, uHTS, GFP/RFP fluorescence ratio, strain VP596; C. elegans VP596 Pgst-4::GFP/RFP ratio, 24 h; inhibition, % at 21.8 µM; 0.49% of 360,000 active;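 active = interference check ratio from 0.5 to 1.5 plus GFP to RFP signal ratio inhibition reaching or exceeding a fixed threshold, cut at about 30% in these data, passing the limit was not always enough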; note: some compounds called inactive have numbers as strong as hits
NRP1-CendR mod = modulators of CendR peptide binding to NRP-1, primary screen, biochemical, fluorescence polarization, uHTS | inhibition, % at 25 µM | 0.85% of 360,000 active | FAM-RPARPAR peptide binding to NRP-1 | Neuropilin-1 (Homo sapiens), O14786;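 active = inhibition or corrected inhibition above about 18%, plus a signal ratio from 0.5 to 1.5, limit read from the data, passing the limit was not always enough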; note: strong numbers were not always called active
Neddyl block = inhibitors of cullin neddylation, primary screen, biochemical, TR-FRET, uHTS, NAE and Ubc12; NEDD8-conjugating enzyme Ubc12 (Homo sapiens) + NEDD8-activating enzyme E1 regulatory …; calls only at 25 µM; 0.58% of 360,000 active; in the data active = inhibition above about 36%
Target sequence (P61081 whole entry, looked up): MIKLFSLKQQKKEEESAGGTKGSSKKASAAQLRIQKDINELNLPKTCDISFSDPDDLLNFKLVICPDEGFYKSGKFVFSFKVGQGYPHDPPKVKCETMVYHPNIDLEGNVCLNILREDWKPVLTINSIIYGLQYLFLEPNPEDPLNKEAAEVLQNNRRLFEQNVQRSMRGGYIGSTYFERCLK
Target sequence (Q13564 whole entry, looked up): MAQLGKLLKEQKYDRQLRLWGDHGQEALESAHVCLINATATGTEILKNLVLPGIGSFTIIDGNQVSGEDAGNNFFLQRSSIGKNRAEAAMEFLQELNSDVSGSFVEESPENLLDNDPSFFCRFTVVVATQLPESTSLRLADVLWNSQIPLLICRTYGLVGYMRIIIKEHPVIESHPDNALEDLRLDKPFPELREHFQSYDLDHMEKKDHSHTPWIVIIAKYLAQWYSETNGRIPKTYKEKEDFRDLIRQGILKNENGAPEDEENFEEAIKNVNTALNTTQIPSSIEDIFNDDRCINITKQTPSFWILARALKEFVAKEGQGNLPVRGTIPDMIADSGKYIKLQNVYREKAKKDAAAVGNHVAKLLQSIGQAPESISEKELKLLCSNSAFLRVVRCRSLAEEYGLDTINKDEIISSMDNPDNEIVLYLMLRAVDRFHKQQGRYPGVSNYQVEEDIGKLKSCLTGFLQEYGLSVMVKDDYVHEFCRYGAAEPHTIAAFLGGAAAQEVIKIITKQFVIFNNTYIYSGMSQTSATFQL
FAS TE block = FAS thioesterase domain inhibitors, primary screen, biochemical, fluorescence intensity, uHTS; recombinant FAS-TE, OMFH fluorogenic substrate, fluorescence endpoint; Fatty acid synthase (Homo sapiens), P49327; 0.67% of 360,000 active; inhibition, % at 15 µM;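 active = compounds whose normalised, plate-corrected inhibition of enzyme fluorescence in the single-dose primary screen is 50% or more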;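 note: 0% = DMSO with enzyme and 100% = substrate without enzyme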
Starred values were filed as active, the others as inactive; i = inactive; . = no result given; + = active, no number.

SMILES	MT1-MMP act inh	MLLE-PAM2 inh	eLon inh	Rin1 Abl inh	bovine MsrA act	SKN-1 inh	NRP1-CendR mod	Neddyl block	FAS TE block
Cc1ccc(NC(=O)Cn2cc(S(=O)(=O)c3ccc(F)cc3)c(=O)c3cc(F)ccc32)cc1	2	1	3	3	-10	0	-9	i	-4
COc1ccccc1NC(=O)COC(=O)Cc1cccs1	0	-2	-8	-2	0	-2	-6	i	0
Cc1ccc(CC(=O)NCCS(=O)c2ccc(C)cc2)cc1 (configuration not stated)	-2	-3	-1	1	-4	5	13	i	-2
CC(C)(C)c1ccc(C(=O)N/C(N)=N/c2nc3ccccc3o2)cc1	-3	-5	0	2	-2	-6	5	i	37
N#Cc1nc(Cc2ccccc2)oc1N1CCC(C(N)=O)CC1	0	1	2	0	-1	5	-1	i	-6
O=S(=O)(Nc1ccccc1)c1ccc(NS(=O)(=O)c2cccs2)cc1	2	-6	2	1	-7	-5	1	i	-1
CC1CN(C(c2ccco2)c2sc3ncnn3c2O)CC(C)O1 (configuration not stated)	2	34	-3	2	2	3	8	i	-9
O=C(O)CC1(CC(=O)Nc2ccc3c(c2)OCCCO3)CCCCC1	-3	4	12	-3	-4	-1	-8	i	-2
CC(=O)Nc1cc(-c2ccc(S(C)(=O)=O)cc2)cn2c(-c3ccc(F)c(Cl)c3)cnc12	-7	-5	-18	-6	-1	17	-3	i	36
Cc1ccc(S(=O)(=O)c2nc(-c3cccs3)oc2N2CCC(C(N)=O)CC2)cc1	0	0	7	-2	0	7	-3	i	-1
COC(=O)COc1ccc(S(=O)(=O)N2CCN(c3ccccc3F)CC2)cc1	5	-6	1	-1	-2	-8	-3	i	14
COC(=O)CCC(=O)NC(=S)Nc1c(C)cccc1C	0	19	-2	-2	0	-7	5	i	-9
CCCc1cc(NC(=O)COC(=O)c2ccc(O)cc2O)n(-c2ccccc2)n1	1	-4	5	6	-2	3	12	i	3
COCCNC(=O)c1onc(CSc2ccc(C(C)C)cc2)c1C(=O)O	1	-1	-12	1	-2	11	9	i	-8
O=C(Nc1ccccc1NC(=O)c1c(F)c(F)c(F)c(F)c1F)c1c(F)c(F)c(F)c(F)c1F	-8	0	0	1	-3	10	8	i	6
Cc1coc(NC(=O)CSc2nc(-c3ccncc3)cc(C(F)(F)F)c2C#N)n1	-155	-13	-7	-4	-2	1	-34	i	55*
CC(C)c1ccc(OCc2cccc(C(=O)N/N=C/c3cccnc3)c2)cc1	1	6	2	3	2	20	5	i	12
FC(F)(F)c1nnc2ccc(Sc3ccccn3)nn12	2	4	-16	3	-11	6	3	i	-3
CCCS(=O)(=O)NC(=O)C1(C)CCCN(C(=O)c2cc(C)nn2C(C)(C)C)C1 (configuration not stated)	-2	-8	-16	-3	-4	-3	8	i	-3
Cc1ccc(OCC(=O)N2CCc3ccccc3C2)cc1	3	6	-12	0	-4	10	-10	i	0

Single values from the entries so far:
Value for CC(C)(C)c1ccc(C(=O)N/C(N)=N/c2nc3ccccc3o2)cc1 under Rin1 Abl inh: 2
Value for O=S(=O)(Nc1ccccc1)c1ccc(NS(=O)(=O)c2cccs2)cc1 under NRP1-CendR mod: 1

Continuation:
SMILES	MT1-MMP act inh	MLLE-PAM2 inh	eLon inh	Rin1 Abl inh	bovine MsrA act	SKN-1 inh	NRP1-CendR mod	Neddyl block	FAS TE block
CCOc1cc(C2C3=C(CC(C)(C)CC3=O)N(CCOC)C3=C2C(=O)CC(C)(C)C3)ccc1OC	-2	-60	2	4	1	10	7	i	-4
O=C(Cn1nnc(-c2cccc(C(F)(F)F)c2)n1)NNS(=O)(=O)c1cccc(C(F)(F)F)c1	6	18	3	-1	-7	-3	-14	i	13
O=C(OCC(O)C(O)COC(=O)c1ccccc1)c1ccccc1 (configuration not stated)	3	18	-3	0	-5	3	6	i	-7
O=C(Cn1cnc2ccccc21)N/N=C/c1ccc([N+](=O)[O-])cc1	3	2	2	1	-1	9	1	i	4
CN(CC(=O)NCc1cccc(F)c1)C(=O)c1ccco1	6	4	0	0	-6	1	-9	i	-7
O=C1N=NC2=C1c1c3ccccc3c(O)n1CC2	3	12	-5	-13	-9	-14	2	i	2
CC(=O)Oc1ccc(N(C(C)=O)S(=O)(=O)c2ccc(C)cc2C)c2ccccc12	12	-6	1	-4	-2	28	16	i	18
CCc1nc2c(OCCC3CCCCC3)cccn2c1N(C)C(=O)CC(C)C	-14	4	2	-2	2	14	6	i	14
COc1ccc(C(=O)Nc2ccc(C3=NNC(=O)CC3C)cc2NC(=O)c2ccc(OC)cc2)cc1 (configuration not stated)	0	-13	5	-4	-2	-1	7	i	2
CC(CN1CCCCC1)C(=O)NN (configuration not stated)	1	-5	0	2	-2	-3	-9	i	-5
COc1ccc(N2CCN(CC(O)c3c[nH]c4ccc(OC)cc34)CC2C)cc1 (configuration not stated)	1	4	2	0	-1	10	10	i	-4
N/N=C(\c1ccccc1)c1cc(Cl)ccc1N	0	-6	-2	-1	-3	25	2	i	5
CC(C)n1cnc2c(NCc3ccccc3)cc(OCC3CCN(C)CC3)cc21	-31	-1	-12	-7	-2	19	-25	i	-11
CCCNC(=O)C1(C)CCCN(Cc2csc3ccccc23)C1 (configuration not stated)	-4	-20	9	0	0	-8	-4	i	0
COC(=O)CSc1nc(SCc2ccccc2Cl)nc2c1CCCC2	1	1	0	-3	0	4	3	i	18
CC1=C(C(=O)OC2CCCCC2)C(c2ccc(O)cc2)NC(=O)N1 (configuration not stated)	1	8	1	1	0	4	-2	i	-2
Cc1cc(C)cc(OCC(=O)Nc2nonc2NC(=O)COc2cc(C)cc(C)c2)c1	0	-6	-2	-4	-2	-1	-18	i	-15
COc1ccc(/C(C)=N/Nc2nc3ccccc3nc2C)cc1	2	-3	-3	0	-4	16	-3	i	12
O=c1cc(C(F)(F)F)[nH]c2c(OC(F)(F)F)cccc12	5	-3	1	-2	-5	-5	16	i	-7
COCc1cc(=O)[nH]c(SCC(=O)c2ccccc2)n1	-1	8	2	0	0	-4	11	i	-5

Sorted by length of the SMILES (largest number first): 3 of the compounds above.
SMILES	MT1-MMP act inh	MLLE-PAM2 inh	eLon inh	Rin1 Abl inh	bovine MsrA act	SKN-1 inh	NRP1-CendR mod	Neddyl block	FAS TE block
O=C(Cn1nnc(-c2cccc(C(F)(F)F)c2)n1)NNS(=O)(=O)c1cccc(C(F)(F)F)c1	6	18	3	-1	-7	-3	-14	i	13
CCc1nc2c(OCCC3CCCCC3)cccn2c1N(C)C(=O)CC(C)C	-14	4	2	-2	2	14	6	i	14
N/N=C(\c1ccccc1)c1cc(Cl)ccc1N	0	-6	-2	-1	-3	25	2	i	5

Returning to the listing; the six compounds before the break are reprinted first.
SMILES	MT1-MMP act inh	MLLE-PAM2 inh	eLon inh	Rin1 Abl inh	bovine MsrA act	SKN-1 inh	NRP1-CendR mod	Neddyl block	FAS TE block
COC(=O)CSc1nc(SCc2ccccc2Cl)nc2c1CCCC2	1	1	0	-3	0	4	3	i	18
CC1=C(C(=O)OC2CCCCC2)C(c2ccc(O)cc2)NC(=O)N1 (configuration not stated)	1	8	1	1	0	4	-2	i	-2
Cc1cc(C)cc(OCC(=O)Nc2nonc2NC(=O)COc2cc(C)cc(C)c2)c1	0	-6	-2	-4	-2	-1	-18	i	-15
COc1ccc(/C(C)=N/Nc2nc3ccccc3nc2C)cc1	2	-3	-3	0	-4	16	-3	i	12
O=c1cc(C(F)(F)F)[nH]c2c(OC(F)(F)F)cccc12	5	-3	1	-2	-5	-5	16	i	-7
COCc1cc(=O)[nH]c(SCC(=O)c2ccccc2)n1	-1	8	2	0	0	-4	11	i	-5
CN1CCN(C(=O)CSc2nc3ccc(NC(=O)c4ccccc4F)cc3s2)CC1	4	-17	5	0	-3	4	12	i	-3
CC1CCCN(S(=O)(=O)c2cc(Cl)ccc2Cl)C1 (configuration not stated)	-1	-1	0	2	-4	1	2	i	21
CC(=O)c1cccc(NC(=O)Nc2c(C)nn(C)c2C)c1	-1	5	-3	1	-1	3	10	i	-11
CC1CCN(C(=S)c2ccc(N(C)C)cc2)CC1	-5	30	10	0	-24	-3	0	i	3
CCOC(=O)c1cnc2c(cnn2C)c1Oc1ccc(OC)cc1	-7	1	5	0	-4	2	-12	i	3
CSc1ccc(/C=N/NC(=O)CN2CCN(Cc3ccc(C)cc3)CC2)cc1	-1	2	0	-2	2	2	-9	i	-7
CCNC(=O)C1(C)CCN(Cc2ccc(-c3ccccc3)cc2)C1 (configuration not stated)	1	-18	-1	0	-1	6	-2	i	-3
CC1(C)CC(=O)C2=C(C1)OC(N)=C(C#N)C2c1cc2c(cc1[N+](=O)[O-])OCO2 (configuration not stated)	-108	147	104*	0	-2	-10	72	+	-30
NS(=O)(=O)c1ccc(NC(=O)Nc2ccc(C(F)(F)F)cc2)cc1	-2	-6	-2	1	-3	0	8	i	23
COc1ccc2oc(C(=O)NCC(Cc3ccccc3)N(C)C)c(C)c2c1 (configuration not stated)	-5	-14	2	1	-5	15	6	+	-1
COc1ccc(NC(=S)c2ccc(N(C)C)cc2)cc1	3	18	-1	-2	-5	-2	-6	i	-9
COc1cc2c(NCCCCCO)ncnc2c(OC)c1OC	0	-8	7	-5	-1	14	-7	i	-7
NCCCCCC(=O)N/N=C/c1ccc2nccnc2c1	-2	4	8	-4	-5	3	18	i	-7
COC(=O)CN(n1cnnc1)S(=O)(=O)c1ccccc1	-3	-47	3	-2	-2	3	-8	i	-8
CCc1ccc(OCC(=O)NC(C)(C)C)cc1	1	15	0	3	-7	-1	3	i	-7
COc1cc2cc(CN(Cc3cccnc3)C(=O)NCc3ccccc3)c(=O)[nH]c2cc1OC	-1	14	8	-1	-4	7	15	.	-4
O=C(Nc1ccc(Br)cc1Cl)NC1CC1	-3	-8	-5	-2	0	23	-18	i	-10
O=C(NCc1cn2ccccc2n1)c1ccccc1	2	-7	5	-3	-10	-13	-6	i	-16
O=C(Cn1c2ccccc2c2nc3n(c(=O)c21)CCCS3)Nc1ccccc1	-7	-13	9	-2	-1	7	15	i	3
COc1ccc(N(CC(=O)Nc2cc(Cl)ccc2OC)S(=O)(=O)c2c(C)noc2C)cc1	-3	5	-4	-1	-2	24	-15	i	32

Part of the list above, showing only MLLE-PAM2 inh and NRP1-CendR mod.
molecule	MLLE-PAM2 inh	NRP1-CendR mod
CCOC(=O)c1cnc2c(cnn2C)c1Oc1ccc(OC)cc1	1	-12
CSc1ccc(/C=N/NC(=O)CN2CCN(Cc3ccc(C)cc3)CC2)cc1	2	-9
CCNC(=O)C1(C)CCN(Cc2ccc(-c3ccccc3)cc2)C1 (configuration not stated)	-18	-2
CC1(C)CC(=O)C2=C(C1)OC(N)=C(C#N)C2c1cc2c(cc1[N+](=O)[O-])OCO2 (configuration not stated)	147	72
